# MITF inh: blocks human microphthalmia-associated transcription factor. AID 1259374. actives 0.91% (n = 650,000). inhibition, % at 2.6 µM. AlphaScreen MITF homodimerization, bead proximity signal; in the data active means inhibition above about 50%;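 further: 0% = vehicle wells with protein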
# Target sequence (O75030 whole entry, looked up): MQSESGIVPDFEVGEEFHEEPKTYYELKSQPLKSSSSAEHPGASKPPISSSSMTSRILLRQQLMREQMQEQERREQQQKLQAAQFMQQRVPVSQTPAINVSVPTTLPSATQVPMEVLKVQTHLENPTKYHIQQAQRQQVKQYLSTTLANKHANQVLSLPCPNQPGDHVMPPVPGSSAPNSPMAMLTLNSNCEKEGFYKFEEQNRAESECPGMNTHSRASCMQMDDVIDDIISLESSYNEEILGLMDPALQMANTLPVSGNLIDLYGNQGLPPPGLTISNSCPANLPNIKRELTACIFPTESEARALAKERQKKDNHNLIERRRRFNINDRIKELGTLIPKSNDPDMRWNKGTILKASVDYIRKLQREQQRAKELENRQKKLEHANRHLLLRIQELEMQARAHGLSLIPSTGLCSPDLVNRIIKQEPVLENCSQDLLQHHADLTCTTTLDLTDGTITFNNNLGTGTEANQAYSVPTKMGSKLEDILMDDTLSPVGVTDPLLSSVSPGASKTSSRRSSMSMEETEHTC
# TEAD-YAP block: TEAD-YAP interaction inhibition; HEK-TIYL cells, TEAD-Gal4/YAP UAS-luciferase luminescence; inhibition, % at 9.12 µM; actives 1.4% (n = 640,000); AID 1259422; in the data active means inhibition above about 32%;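 further: 0% = median of test compound wells and 100% = reference inhibitor wells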
# GPR151 ag: human GPR151 activation | Q8TDV0 | PathHunter beta-arrestin GPR151 cells, luminescence | actives 1% (n = 650,000) | activation, % at 11.2 µM; in the data active means activation above about 4.9%;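 further: 0% = median of compound wells and 100% = cells with positive control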
# Target sequence (Q8TDV0 whole entry, looked up): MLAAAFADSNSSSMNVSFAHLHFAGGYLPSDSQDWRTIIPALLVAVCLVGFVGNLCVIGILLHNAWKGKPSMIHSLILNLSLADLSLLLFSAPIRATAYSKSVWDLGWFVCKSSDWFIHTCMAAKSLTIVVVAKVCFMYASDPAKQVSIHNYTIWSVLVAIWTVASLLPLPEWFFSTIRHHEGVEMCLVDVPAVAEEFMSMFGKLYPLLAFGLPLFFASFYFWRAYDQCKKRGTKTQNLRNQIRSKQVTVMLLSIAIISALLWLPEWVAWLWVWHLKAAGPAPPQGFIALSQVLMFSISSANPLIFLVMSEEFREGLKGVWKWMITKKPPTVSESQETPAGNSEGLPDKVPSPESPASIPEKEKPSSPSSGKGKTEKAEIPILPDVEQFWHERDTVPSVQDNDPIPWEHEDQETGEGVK
# FBW7 act: human FBW7 E3 ligase activation, primary screen | AlphaScreen FBW7–phospho-cyclin E peptide binding, activator screen | normalized activity (activation), % at 26.1 µM | actives 0.13% (n = 650,000); in the data active means normalized activity above about 1.9%;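 further: purified mutant Fbw7 with reduced substrate affinity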
# * = called active by the depositor; nt = not tested or not shown.
Compound	MITF inh	TEAD-YAP block	GPR151 ag	FBW7 act
C=C1C2(C(=O)Oc3ccc(C(=O)OC)cc3)CCC(C2)C1(C)C (configuration not stated)	12.0	4.8	-0.8	0.2
Cc1cc(C)nc(-c2cccc3c2OC(CNC(=O)c2cccc(N4CCCC4=O)c2)C3)n1 (configuration not stated)	4.2	-2.2	-0.1	0.0
O=C1C2CC(Br)C(Br)CC2C(=O)N1C1CCCCC1 (configuration not stated)	7.4	-1.5	0.2	0.4
O=C1N[C@@H](CO)C(=O)N2CCN(Cc3nc(-c4ccc(F)cc4)cs3)C[C@H]12	-2.9	2.4	-0.6	-0.1
CC(C)C[C@H]1C(=O)N2CCN(C(=O)c3cc(F)ccc3F)C[C@@H]2C(=O)N1C	13.9	9.7	-0.8	0.2
Cc1noc(C)c1C(=O)N1CCC(Cc2ccccc2)CC1	22.0	3.2	-0.3	-0.2
O=C(Cc1cn(-c2ccc(N3CCN(Cc4ccc5c(c4)OCO5)CC3)nn2)c2ccccc12)NCCc1ccc(O)cc1	7.9	10.6	0.5	-0.2
CCOC(=O)N1CCN(C(=O)c2c[nH]c3ccc(S(=O)(=O)N(C)c4ccc(F)cc4)cc3c2=O)CC1	5.5	-7.8	-0.7	-0.1
CCCS(=O)(=O)Nc1ccc(-c2cn3c(n2)SCC3)cc1	5.1	-20.8	-2.0	-0.3
CCN(CCCNC(=O)Cn1nc(-c2ccc(C)cc2)ccc1=O)c1cccc(C)c1	1.7	2.1	0.2	-0.2
COc1cc(OC)c(NC(=O)CSc2nc3ccccc3n2S(=O)(=O)c2ccccc2)cc1Cl	22.2	0.0	0.3	0.0
CCCCOC(=O)COc1ccc2c3c(c(=O)oc2c1)CCCC3	11.3	6.3	0.3	0.0
COCCOC(=O)c1c(C)oc2ccc(OCc3ccccc3Br)cc12	0.9	-0.3	1.7	-0.1
CCSc1nc2ccc(N3C(=O)c4ccc([N+](=O)[O-])cc4C3=O)cc2s1	15.6	-41.9	-1.7	0.3
CCCCC[C@H](O)CC[C@@H]1[C@H]2Cc3cccc(OCC(=O)O)c3C[C@H]2C[C@H]1O	-1.4	nt	2.5	nt
COc1ccc(OC)c(S(=O)(=O)N2CCN(C(=O)c3cccc([N+](=O)[O-])c3)CC2)c1	-18.0	2.4	0.4	0.0
COc1ccc(Cl)cc1Nc1nc(-c2cccc(NC(=O)c3ccccc3)c2)cs1	2.5	6.5	1.3	0.1
O=C(CNC(=O)c1ccccc1Br)N=Nc1c(O)[nH]c2ccc([N+](=O)[O-])cc12	7.1	-0.5	-1.8	0.9
CCOC(=O)c1sc2nc(SCC(=O)Nc3ccc(OCC)cc3)n(Cc3ccc(F)cc3)c(=O)c2c1C	20.1	-6.0	0.2	0.1
O=C(c1ccccc1O)N1N=C(C(F)(F)F)CC1(O)c1ccncc1 (configuration not stated)	0.3	14.7	3.5	-0.1
CCCc1nnc(SCC(=O)N2c3ccccc3CC2C)n1Cc1ccco1 (configuration not stated)	-3.9	8.0	-0.6	0.0
CCOC(=O)c1ccc(NC(=O)CNNC(=O)COc2ccccc2C)cc1	-13.5	12.7	-0.5	-0.1
COC(=O)Cn1c(=O)c2c(nc3n2CC(C)CN3c2ccccc2C)n(C)c1=O (configuration not stated)	9.8	5.1	-0.4	0.1
CC(=O)Oc1cc2c(C(=O)NCc3ccccn3)c(C)oc2c2ccccc12	3.5	-24.6	1.1	0.6
CCCOC1CCCN(C(=O)c2cc(COc3c(F)cccc3F)on2)C1 (configuration not stated)	-21.9	-67.5	-0.4	0.4
Cc1c(Cl)cccc1NC(=O)N1CCC(CN2CCOCC2)CC1	2.8	-2.6	-0.3	-0.2
COc1ccc(N2C(=O)CSC2c2cccc(Br)c2)c(OC)c1 (configuration not stated)	20.8	23.3	-1.0	0.1
COc1cc(OC)c(OC)cc1CN1CCN(C(=O)c2cccc(Cl)c2)CC1	25.9	1.2	0.1	-0.1
Cc1cccc(C)c1-c1cnc2c(NC(CO)C(C)C)nccn12 (configuration not stated)	-26.7	2.2	-0.4	0.3
Cc1nc(N)sc1N=Nc1ccc(Br)cc1	19.0	-72.9	-1.3	0.1
C/C(=N\Nc1ccccc1Cl)c1ccc(-n2ccnc2)cc1	-15.1	-22.2	1.7	0.1
Cc1nc2ccccc2n1C1CC(=O)N(Cc2ccccc2)C1=O (configuration not stated)	0.3	-3.7	1.1	-0.1
O=C1CCC(C(=O)OCC(=O)Nc2cc(Cl)cc(Cl)c2)=NN1	1.0	-2.1	1.4	-0.1
NC(=O)CCSC(=S)NNC(=O)c1ccncc1	1.4	-0.9	-0.9	-0.2
Cc1onc(-c2ccccc2Cl)c1C(=O)Nc1c2c(nn1-c1ccc([N+](=O)[O-])cc1)CSC2	-11.4	5.8	0.1	0.1
COc1ccc(S(=O)(=O)N(CC(=O)NCCCO)Cc2ccccc2)cc1	2.2	-2.0	0.1	-0.1
COc1ccc(C2CC(C(F)(F)F)n3nc(C(=O)Nc4ccc(C)cc4C)cc3N2)cc1 (configuration not stated)	7.5	-8.7	1.8	0.1
CC(=O)Nc1ccc(C2=N/C(=C/c3ccc(-c4ccc([N+](=O)[O-])cc4)o3)C(=O)O2)cc1	23.0	3.8	-0.3	0.7
O=C(N/N=C/c1ccccc1Cl)c1ccccn1	0.2	-56.4	-1.7	-0.3
CC(CC(=O)NC1CCCCCCC1)S(=O)(=O)c1ccc2c(c1)SCC(=O)N2 (configuration not stated)	-0.9	10.6	0.6	0.0
CCOC(=O)c1c(NC(=O)C(C)Sc2nnc(CNC(=O)Cc3ccccc3)n2CCc2ccccc2)sc2c1CCC2 (configuration not stated)	2.4	-1.8	-2.2	0.1
CC(CCc1nc2ccccc2[nH]1)OC(=O)c1ccc([N+](=O)[O-])cc1 (configuration not stated)	-9.3	0.0	-0.3	-0.1
O=C(CN1C(=O)NC2(CCCCCC2)C1=O)NC(=O)NCc1ccco1	70.3*	-4.4	-1.3	0.2
COc1ccc(OCCCC(=O)Nc2ccccc2OC)cc1	-23.1	5.9	3.5	0.0
C=CCOc1ccc(Cl)cc1/C=N/c1ncn[nH]1	4.5	-1.1	-0.7	-0.2
O=C1NC2=C(C(=O)N(CCCc3ccccc3)C2)C(c2ccc(Cl)cc2)N1 (configuration not stated)	-2.6	-12.2	2.7	0.0
CCOc1cc(/C=C2/SC(N)=NC2=O)ccc1OCc1ccc([N+](=O)[O-])cc1	-2.4	2.0	-0.5	0.0
Cc1cc(C)c(C(N)=O)c(SCC(=O)Nc2nccs2)n1	1.8	-3.2	0.0	0.4
CCOc1ccc(N(CC(=O)Nc2ccccc2C)S(=O)(=O)c2c(C)noc2C)cc1	12.8	55.1*	1.0	0.7
CC1Oc2ccccc2OC1C(=O)NCC1CCC(c2nc3ccccc3[nH]2)CC1 (configuration not stated)	0.9	7.3	-1.0	-0.1

# The listing continues.
# The line under a structure holds: MITF inh, TEAD-YAP block, GPR151 ag, FBW7 act
- COc1cc(C2Nc3ccccc3-c3nnc(SCc4ccccc4)nc3O2)ccc1O (configuration not stated)
→ 9.9, 4.3, -0.9, 0.0
- O=C(NCCCS(=O)(=O)N1CCN(c2ccccc2F)CC1)c1ccc(F)cc1F
→ 9.1, -2.0, 1.8, 0.2
- CC(Nc1ccc(Br)cc1)C(=O)NNC1=NCCCCC1 (configuration not stated)
→ 3.8, 3.1, -0.6, -0.1
- CCOc1ccccc1NC(=O)c1c(NCc2cccc(OC)c2OC)sc2c1CCC2
→ -3.6, -2.1, 0.1, 0.0
- Cn1c(C(=O)Nc2ccc3c(c2)OCO3)cc2c(=O)n3ccccc3nc21
→ 7.0, -1.5, -0.6, -0.1
- COc1ccc2sc(N3CCCC(C(=O)O)C3)nc2c1 (configuration not stated)
→ 15.0, -4.4, 1.9, 0.1
- CC(=O)c1cc(C)ccc1OC(=O)c1ccc(Br)cc1
→ 3.6, 0.5, 2.1, 0.0
- Cc1nonc1NC(=O)CSc1nnc(-c2ccoc2C)n1C
→ 7.4, 0.5, -0.8, -0.1
- CCOC(=O)c1c(C)c(C(=O)NCc2ccc(F)cc2)c(C)n1C
→ 16.5, 0.3, 0.4, 0.1
- CCCCc1nc2ccc(C(=O)OC)cc2o1
→ 0.2, -14.0, 1.2, 0.0
- COC(=O)c1ccc2c(=O)n(Cc3ccc4c(c3)OCO4)c(SCc3cccc([N+](=O)[O-])c3)nc2c1
→ -1.7, -5.4, -1.3, -0.1
- O=C(CSc1nnc2ccccn12)Nc1ccccc1C(F)(F)F
→ -8.7, 4.2, 0.4, -0.2
- O=c1n(C2(c3ccccc3)CC2)c(=O)n(C2(c3ccccc3)CC2)c(=O)n1C1(c2ccccc2)CC1
→ -6.1, 7.2, 0.1, 0.0
- O=C(COC(=O)c1ccc2c(c1)OCO2)Nc1ccc2[nH]c(=O)[nH]c2c1
→ 7.2, 8.6, 1.9, 0.0
- O=C(NCc1ccncc1)C(=O)NCC1OCCCN1S(=O)(=O)c1ccccc1 (configuration not stated)
→ -0.1, 0.7, 0.0, 0.1
- COc1ccc(C(=O)NCCS(=O)(=O)N2CCN(c3ccccc3)CC2)cc1OC
→ -8.0, -1.8, -1.0, -0.1
- CCn1c(COc2ccccc2OC)nnc1SCC(=O)NC(C)(C)C
→ -1.3, -11.7, 0.0, -0.1
- O=C(CCN1C(=O)c2ccccc2C1=O)Nc1ccncc1
→ -3.3, -9.9, 1.9, 0.0
- CCC(C)c1ccc(NC(=O)CCCC(=O)O)cc1 (configuration not stated)
→ 12.4, -4.0, -1.3, 0.0
- CC(=O)c1ccc(NC(=O)c2ccc(S(=O)(=O)N(C)C3CCCCC3)cc2)cc1
→ -0.3, -4.4, -1.1, 0.0
- Cc1ccc(N(CC(=O)N/N=C/c2cccc(Br)c2)S(C)(=O)=O)cc1
→ 8.3, 3.5, 0.9, 0.2
- N#Cc1cc(-c2ccccc2)cn(Cc2ccc(Cl)cc2)c1=O
→ -0.2, 1.9, -0.4, -0.1
- COc1ccccc1NC(=O)C1=C(C)Nc2nnnn2C1c1cccc(O)c1 (configuration not stated)
→ -2.8, 7.7, 0.3, 0.0
- O=C1CCC(=O)N1c1ccc(SSc2ccc(N3C(=O)CCC3=O)cc2)cc1
→ -2.1, -2.8, 0.2, 0.4
- Cn1c(=O)c2c(nc(CN3CCN(CCO)CC3)n2CCc2ccccc2)n(C)c1=O
→ 8.0, 0.2, 0.2, 0.6
- O=C(Nc1cc(S(=O)(=O)N2CCCC2)ccc1Cl)c1cc(F)c(F)c(F)c1F
→ -3.6, 1.3, 0.1, -0.2
- COc1ccc(-c2cncc(C(=O)NCc3nc4ccccc4[nH]3)c2)cn1
→ 10.4, -2.7, 0.0, 0.1
- COc1ccc(S(=O)(=O)N2CCOC2CNC(=O)C(=O)NCc2cccnc2)cc1 (configuration not stated)
→ -11.2, -4.1, -3.0, 0.4
- CCNS(=O)(=O)c1ccc2c3c(cccc13)C(=O)N2
→ 12.3, -7.3, 0.0, 0.0
- N/C(=N\OS(=O)(=O)c1cc(Cl)ccc1Cl)c1ccncc1
→ -3.8, -7.1, -0.5, -0.1
- COc1cc(C=O)ccc1OCCOCCOc1ccc(Br)cc1
→ 6.6, 1.3, -0.6, 0.2
- CC(C)COC(=O)Nc1nc(CC(=O)N2CCN(c3ccccc3)CC2)cs1
→ -3.3, 1.8, 0.1, -0.2
- O=C(N/N=C/c1ccco1)c1cc(Cl)ccc1O
→ 1.8, -16.3, -0.9, 0.0
- Cc1ccc2oc(-c3cc(NC(=O)c4ccc(Cl)cc4Cl)ccc3Cl)nc2c1
→ 1.8, -0.3, -0.6, 0.1
- Cc1ccc(NC(=O)NN2CCN(C)CC2)cc1
→ -23.6, 6.8, 3.8, 0.0
- C#CCSc1nc2c(cc1C#N)CCCC2
→ 1.9, 2.2, -1.0, 0.4
- O=C1CC(NCc2cccs2)C(=O)N1c1ccc(Cl)cc1 (configuration not stated)
→ 2.6, 4.6, -1.4, -0.2
- CCOC(=O)c1sc(N2C(=O)C(=O)/C(=C(/O)c3ccccc3)C2c2ccc(C(C)C)cc2)nc1C (configuration not stated)
→ -7.3, 2.1, -0.5, -0.2
- CC1CN/C(=C/C(=O)/C=C/c2ccccc2)C(=O)N1 (configuration not stated)
→ -13.6, -2.4, -0.3, -0.1
- CN(C)C(=O)Nc1ccc2c(c1)OCO2
→ -1.0, -1.4, -1.8, 0.1
- CCSc1nnc(NC(=O)CSc2ccc(Cl)cc2)s1
→ -3.0, -0.2, -0.7, 0.0
- CCCn1c(=O)c2c(nc3n(-c4ccc(C)c(C)c4)c(C)cn23)n(C)c1=O
→ -8.2, 0.2, 0.7, 0.1

# Part of the list above in order of count of non-hydrogen atoms, smallest number first.
# The line under a structure holds: MITF inh, TEAD-YAP block, GPR151 ag, FBW7 act
- CC1CN/C(=C/C(=O)/C=C/c2ccccc2)C(=O)N1 (configuration not stated)
→ -13.6, -2.4, -0.3, -0.1
- Cc1ccc(N(CC(=O)N/N=C/c2cccc(Br)c2)S(C)(=O)=O)cc1
→ 8.3, 3.5, 0.9, 0.2
- CCCn1c(=O)c2c(nc3n(-c4ccc(C)c(C)c4)c(C)cn23)n(C)c1=O
→ -8.2, 0.2, 0.7, 0.1
- O=C(CNC(=O)c1ccccc1Br)N=Nc1c(O)[nH]c2ccc([N+](=O)[O-])cc12
→ 7.1, -0.5, -1.8, 0.9
- COc1ccc(Cl)cc1Nc1nc(-c2cccc(NC(=O)c3ccccc3)c2)cs1
→ 2.5, 6.5, 1.3, 0.1

# Compound activity: PubChem BioAssay, The Scripps Research Institute Molecular Screening Center
